Assay outcomes as filed in PubChem.
Akt phos inh: HTS Assay for Inhibitors of Akt Phophorylation: Primary Screen | Neuro2A IGF-stimulated pAkt S473 HTRF, 20 min; stronger effect = lower value | activity change, % for hits at 50 µM | 360,000 compounds, 0.32% hits | AID 651550, 2012; in the data active means activity change below about -80%; inconclusive means mostly about -51% to -80%; further: on the % scale 0 is the no-effect control and ±100 the full control effect
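Single-point screen (50 µM final compound) in Neuro2A cells stimulated 20 min with 6 nM IGF at 37 deg C. After lysis, Ser473-phosphorylated Akt read by HTRF (ex 330 nm, em 615/665 nm) as the 665/615 ratio.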
Mm-Cpn inhibitor: Inhibitors of TCP-1 ring complex (TRiC) of Methanococcus maripaludis (MmCpn): qHTS; Potency, µM (highest dose often 76.9 µM), for inactives: top-dose activity, negative = inhibition, usual class: inhibitors; 330,000 compounds, 0.031% hits; AID 504842, 2011; purified Mm-Cpn ATPase, ADP Transcreener TR-FRET; Chaperonin Mm-Cpn (Methanococcus maripaludis); further: potency means the concentration at half of the fitted maximal effect; on the % scale 0 is the no-effect control and ±100 the full control effect; nearly all actives have a fitted effect of over 80% in size
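TR-FRET (320 nm excitation; 590 and 665 nm emission) reports ADP made from 10 uM ATP by 25 nM enzyme; compounds were preincubated 10 min, reaction run 30 min, both at 37°C.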
Nrf2 block: Nrf2 qHTS screen for inhibitors | 360,000 compounds, 2.1% hits | A549 ARE-Fluc reporter, luciferase luminescence, 18-24 h | Potency, µM (highest dose often 46 µM), for the others: top-dose activity change, negative = inhibition, usual class: inhibitors; further: potency means the concentration at half of the fitted maximal effect; on the % scale 0 is the no-effect control and ±100 the full control effect; nearly all actives have a fitted effect of over 60% in size
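A549 ARE_Fluc cells (5000/well, 5% FBS OPTI-MEM) pre-incubated 2 h, then treated with compounds 18-24 h at 37C/5% CO2 in concentration-response. CellTiter-Fluor viability read first; BugLite luciferase luminescence after 15 min at room temperature gives Nrf2 activity.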
Nrf2 ARE act: qHTS of Nrf2 Activators; AREc32 ARE-luciferase reporter (MCF7-derived line), luminescence, 24 h; Potency, µM (top dose mostly 46.1 µM), without a hit: at the highest dose activation, usual class: activators; 410,000 compounds, 0.31% hits; further: potency means the concentration at half of the fitted maximal effect; % of control where 0% means no effect; nearly all actives have a fitted effect of over 65% in size
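AREc32_Fluc, 1000 cells/well, OPTI-MEM + 5% FBS, o/n 37 deg C 5% CO2; 23 nL cpd by pin tool, 24 hr; Steady-Glo 30 min RT, luminescence.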
CCT modulator: High-Throughput Screening for Modulators of Cytosolic Chaperonin Activity | AID 651819, 2012 | 360,000 compounds, 0.3% hits | purified chaperonin ATPase assay, HTRF ADP detection, 30 min | activity change, % (no concentration beside the values), hits read low; in the data active means activity change below about -30%; further: on the % scale 0 is the no-effect control and ±100 the full control effect
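TRiC (40 or 20 nM final, by batch activity) in 30 mM Tris pH 7.4, 100 mM KCl, 5 mM MgCl2, 1 mM DTT was treated with compound at 76 uM single dose, then 10 uM ATP, 30 min at 37 °C. ADP was read by HTRF Transcreener.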
ATXN viability: Viability Counterscreen for Primary qHTS for Inhibitors of ATXN expression. S2 cells (HEK-293 line with an ATXN2-luciferase reporter) viability, CellTiter-Fluor protease fluorescence, 24 h. Potency, µM (titrated, usually from 56.7 µM), most hits filed as cytotoxic. 400,000 compounds, 0.49% hits. AID 651635, 2014; further: potency means the concentration at half of the fitted maximal effect; nearly all actives have a fitted effect of over 40% in size
HepG2 tox: qHTS for Inhibitors of TGF-b: Cytotox Counterscreen; HepG2 CAGA-GFP viability, ATP luminescence, 18 h; Potency, µM (doses to about 46.1 µM), for inactives: at the highest dose activity change, negative = cytotoxicity, hits mostly cytotoxic; 410,000 compounds, 0.76% hits; AID 588856, 2011; further: potency means the concentration at half of the fitted maximal effect; some results filed as inactive show a strong effect at the top dose
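HepG2 CAGA-GFP cells (1000/well, DMEM with 1% FBS) received compound, then TGF-beta at 500 pg/mL final, and were incubated 18 hours at 37 degrees C. Viability was read by CellTiter-Glo luminescence. Media-only wells were set as complete cell-killing and DMSO as no toxicity.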
TGFb SMAD3 inh: qHTS for Inhibitors of TGF-b; AID 588855, 2011; HepG2 CAGA-GFP TGF-b/SMAD3 reporter, GFP fluorescence, 18 h; TGF-beta stimulated, 500 pg/mL final; Potency, µM (top dose mostly 46.1 µM), inactives show top-dose activity, negative = inhibition, usual class: inhibitors; 410,000 compounds, 1.2% hits; further: potency means the concentration at half of the fitted maximal effect; on the % scale 0 is the no-effect control and ±100 the full control effect; nearly all actives have a fitted effect of over 65% in size
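Read-out: total well GFP (ex488/em500-530) summed from mean per-cell fluorescence. Cells: HEPG2 CAGA-GFP, 1% FBS DMEM, 18 h at 37 degrees C with 500 pg/mL final TGF-beta. Unstimulated wells served as the full-inhibition control; stimulated DMSO wells = 0%.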
A549 tox: Nrf2 qHTS screen for inhibitors: counterscreen for cytotoxicity | AID 504648, 2011 | Potency, µM (highest dose often 46 µM), inactives show at the top dose activity change, negative = cytotoxicity, usual class: inhibitors | 390,000 compounds, 0.16% hits | A549 ARE-Fluc cells, CellTiter-Fluor viability, 18-24 h; further: potency means the concentration at half of the fitted maximal effect; on the % scale 0 is the no-effect control and ±100 the full control effect
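A549 ARE-Fluc cells in 5% FBS OPTI-MEM, 5000 cells/well, rested 2 h then exposed to compounds in concentration-response for 18-24 h at 37 °C. Viability by CellTiter-Fluor fluorescence (Ex 405/Em 525) after 30 min; luciferase luminescence (BugLite, 15 min, RT) read afterwards.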
The depositor's hits bear a star; i = inactive; u = inconclusive; x = no result given; [ ] = another dose, or the depositor's remark. Unless noted, the call rests on the fitted dose curve; in most records, active means well fitted curve in the direction sought with a large enough effect; inconclusive means small, poorly fitted or top-dose-only effect, or another doubt; inactive means no such curve, though single readings can be large; an effect the other way counts as inactive or inconclusive.

SMILES	Akt phos inh	Mm-Cpn inhibitor	Nrf2 block	Nrf2 ARE act	CCT modulator	ATXN viability	HepG2 tox	TGFb SMAD3 inh	A549 tox
Cc1ccc(OC(=O)c2cncc(Br)c2)c(C)c1	i	1%	-1%	0.0%	0.1	i	13%	34%[activator]	1%
COC(=O)c1c(C)[nH]c(C(=O)OC(C)C(=O)NC2CCCCC2C)c1C (configuration not stated)	i	x	x	-0.5%	-0.7	i	-1%	1%	x
COc1ccccc1NC(=O)Nc1c(C)nn(C)c1C	i	0%	-21%	2.8%	0.0	i	6%	-13%	0%
O=[N+]([O-])c1ccc(-c2csc(COc3ccccc3)n2)cc1	i	x	x	0.3%	-3.4	i	-36%	-11%	x
COc1ccc2[nH]c3nc(SCc4nnc(-c5ccccc5)o4)nnc3c2c1	i	-1%	-17%	0.6%	-1.7	u	-31%	u	x
CC(C)(C)c1ccc(C(=O)NN2C(=O)CSC2=S)cc1	i	0%	12%	-0.8%	-3.7	i	1%	0%	-1%
O=C(CN1c2ccccc2Sc2ccccc21)NNC(=S)Nc1ccc(Cl)cc1Cl	i	0%	u	0.1%	0.0	i	-61%	u	u
NC(=O)CSc1nnc(-c2ccc(S(=O)(=O)N3CCCC3)cc2)n1Cc1ccco1	i	2%	-5%	-0.4%	-4.0	i	0%	-7%	-6%
O=[N+]([O-])c1ccc(/C=N/NC(=S)Nc2ccccc2C(F)(F)F)o1	i	-1%	-29%	0.1%[9.22 µM]	-3.7	i	-22%	0%	2%
Nc1nc(Nc2ccc(Cl)cc2)nc(NCc2ccco2)c1[N+](=O)[O-]	i	1%	-3%	18%	0.5	i	-197%	u	-5%
CCCS(=O)(=O)NC(=O)C1(C)CCCN(C(=O)Cc2ccc3ccccc3c2)C1 (configuration not stated)	i	x	x	0.2%	-1.6	i	-1%	21%	x
C[C@H](CO)N1C[C@H](C)[C@@H](CN(C)C(=O)Nc2ccc3c(c2)OCO3)Oc2c(NC(=O)C3CCCCC3)cccc2C1=O	i	3%	6%	-0.9%	0.0	i	-7%	u	-1%

4 of the compounds above, as comma-separated lines.
SMILES,Akt phos inh,Mm-Cpn inhibitor,Nrf2 block,Nrf2 ARE act,CCT modulator,ATXN viability,HepG2 tox,TGFb SMAD3 inh,A549 tox
O=[N+]([O-])c1ccc(-c2csc(COc3ccccc3)n2)cc1,i,x,x,0.3%,-3.4,i,-36%,-11%,x
COc1ccc2[nH]c3nc(SCc4nnc(-c5ccccc5)o4)nnc3c2c1,i,-1%,-17%,0.6%,-1.7,u,-31%,u,x
CC(C)(C)c1ccc(C(=O)NN2C(=O)CSC2=S)cc1,i,0%,12%,-0.8%,-3.7,i,1%,0%,-1%
O=C(CN1c2ccccc2Sc2ccccc21)NNC(=S)Nc1ccc(Cl)cc1Cl,i,0%,u,0.1%,0.0,i,-61%,u,u

Going on with the list.
SMILES	Akt phos inh	Mm-Cpn inhibitor	Nrf2 block	Nrf2 ARE act	CCT modulator	ATXN viability	HepG2 tox	TGFb SMAD3 inh	A549 tox
CCc1ccccc1NC(=O)C1=CC(c2ccc3c(c2)OCO3)=NS(=O)(=O)N1C	x	x	4%	0.0%	x	i	-7%	-41%	-2%
O=C(Cc1cccs1)NCc1ccncc1	i	0%	-5%	2.9%	-1.9	i	-92%	17%	2%
O=C(CCCN1C(=O)NC2(CCCC2)C1=O)NCc1ccccc1	i	0%	-3%	0.2%	1.5	i	0%	-16%	17%
COc1ccc(-c2cc(-c3ccccc3)nc(NN)n2)cc1OC	i	-2%	u	2.3%[9.22 µM]	-5.9	i	-39%	-1%	4%
CC1(C(=O)NCc2cccnc2)CCN1C(=O)c1cccc(F)c1 (configuration not stated)	i	x	x	0.2%	0.6	i	13%	12%	x
CC(C)CN(C(=O)CCCc1nc2ccccc2c(=O)[nH]1)c1c(N)n(Cc2ccccc2)c(=O)[nH]c1=O	i	-6%	-8%	-0.2%	-1.1	i	-2%	0%	-3%
CCOC(=O)C(C)c1ccc2cc(OC)ccc2c1 (configuration not stated)	i	-1%	1%	-0.2%	0.7	i	-2%	2%	23%
Cc1noc(C)c1NC(=O)Nc1ccc2c(c1)C(=O)N([C@H](C)CO)C[C@H](C)[C@@H](CN(C)C(=O)Nc1c(C)noc1C)O2	i	-1%	-5%	0.2%	-3.9	i	4%	-4%	-1%
Cc1cc(C(=O)COC(=O)CNS(=O)(=O)c2ccc3ccccc3c2)c(C)n1-c1ccccc1	i	-13%	0%	-0.1%[9.22 µM]	-0.5	i	5%	1%	-2%
COc1cc(C(=S)N2CCOCC2)ccc1OC(=O)c1ccc(Br)cc1	i	0%	3%	3.5%	0.0	x	2%	3%	-5%
COc1ccc(CCC(C)NCC(C)c2ccccc2)cc1 (configuration not stated)	i	0%	u	3.1%	1.2	i	-3%	29%	14%
COc1cccc(OC)c1OCCCOc1c(OC)cccc1OC	i	1%	-4%	0.4%	-1.9	i	0%	4%	-6%
Cc1ccccc1NC(=S)N(C)CCc1ccccn1	i	-2%	10%	-0.4%	-0.7	i	18%	-5%	3%
O=C(C1=C[C@H](c2ccc3c(c2)OCO3)C[C@H](OCCCCO)O1)N1CCOCC1	i	x	13%	0.4%	0.7	i	-13%	-14%	1%
Cc1cc(OC(=O)c2cc(-c3ccc4c(c3)OCCO4)on2)ccc1Cl	x	x	9%	-1.0%	x	i	0%	-48%	7%
Nc1cnc(Br)cc1Br	i	-3%	10%	0.0%	-1.0	i	6%	1%	-3%
CCOC(=O)c1nnn2c1nc(Nc1cccc(C(F)(F)F)c1)c1ccccc12	i	1%	u	1.9%	1.1	i	6%	5%	2%
COc1ccc(CNC(=O)C[C@H]2C[C@H](C(=O)N3CCCCC3)[C@@]3(CCc4ccccc4)c4[nH]c5ccc(Cl)cc5c4CCN3C2=O)cc1OC	i	1%	u	-0.5%	2.0	u	-3%	6.3µM*	u
Cc1cc(C(=O)CCC(=O)NCc2ccccc2F)c(C)s1	i	4%	1%	-0.6%	1.0	i	-9%	-2%	14%
CC(=O)c1ccc(S(=O)(=O)N2CCN(CC(=O)Nc3ccccc3C(=O)NC3CC3)CC2)cc1	i	2%	1%	-0.4%	-0.9	i	-8%	-2%	0%
COc1cccc(-n2c(SCC(N)=O)nnc2-c2c[nH]c3ccccc23)c1	i	0%	12%	-0.6%	0.8	i	-1%	-10%	0%
CCOc1ccc(N(CC(=O)Nc2ccccc2CC)S(=O)(=O)c2c(C)[nH]c(=O)[nH]c2=O)cc1	x	x	2%	0.3%	x	i	-2%	-16%	-2%
Cn1c(-c2ccccc2)cnc1NCc1ccc(-c2ccccc2)cc1	i	0%	-22%	0.7%	-0.8	i	-50%	u	-7%
CCCC(=O)OCCNc1cc(SCCC(=O)OC)c2nonc2c1[N+](=O)[O-]	i	-8%	-7%	17%	-0.2	i	-61%	u	-24%
Cc1cc(NC(=O)Cc2ccccc2)c2ccccc2n1	i	-1%	9.2µM*	0.8%	-1.3	i	-31%	-32%	-2%
CC[C@H](C)[C@@H](C(=O)NCCCCCCCCCCC(=O)N1CCNCC1)n1cc(CCCCN=C(N)N)nn1	i	-1%	11%	-0.9%	0.0	i	0%	17%	-1%
Cc1cc(S(=O)(=O)N2CCN(Cc3ccc4c(c3)OCO4)CC2)cc(C)c1N1CCCC1=O	i	-3%	u	-1.1%	-0.2	i	5%	6%	-4%
COC(=O)CSc1nc(N)c(NC(=O)c2ccc(OC)c(OC)c2)c(=O)[nH]1	i	1%	15%	-0.2%	0.0	i	-2%	-10%	-2%
Cc1cccc(C(=O)OCC(=O)c2ccc3c(c2)OCCO3)c1O	i	0%	u	3.5%	0.8	i	-7%	4%	-6%
CC(=O)Nc1cccc(-c2cc(NC(C)=O)c3ncc(-c4ccc(F)cc4)n3c2)c1	i	x	x	3.2%	-0.7	u	-8%	-7%	x
CCOc1ccc(C(=O)NCC(=O)N2CCC(C)CC2)cc1OCC	i	-1%	-5%	0.4%	0.1	i	-25%	2%	0%
COC(=O)c1[nH]c2ccc(F)cc2c1NC(=O)CCN1CC(C)OC(C)C1 (configuration not stated)	i	1%	4%	-0.7%	0.2	i	6%	-10%	2%
CCOC(=O)[C@]12CCC=C1N(Cc1ccccc1)C(=O)[C@H](CC(=O)N1CCCCC1)C2	i	x	x	-1.1%	-1.2	i	x	x	x
COC(=O)c1ccccc1NC(=O)CN1CCCCCC1	i	1%	6%	0.2%	0.8	u	-35%	-15%	6%
O=C(Nc1ccc(Cl)c(Cl)c1)Nc1ccccc1NS(=O)(=O)c1cccs1	i	2%	0%	-0.3%	-1.2	i	-5%	u	0%
COC(=O)[C@]1(Cc2ccccc2)N[C@H](c2ccc(-c3ccc(F)cc3)cc2)[C@@H]2C(=O)N(C)C(=O)[C@@H]21	i	-19%	-13%	5.2%	-0.8	i	-10%	11%	2%
CCN(CC)c1ccc(C(=O)O)cc1	i	-5%	-1%	2.3%	-2.4	i	0%	-3%	14%
CN(CC(=O)Nc1cccc(F)c1)CC(=O)Nc1cc(S(=O)(=O)N2CCOCC2)ccc1Cl	i	1%	u	3.2%	-1.7	i	-21%	-12%	-4%
N#Cc1ccccc1OCCOCCNC1CCCC1	i	1%	-1%	-0.5%	-2.1	i	-8%	1%	-1%
OC(c1ccc(F)c(F)c1)c1nc(-c2cccc3cccnc23)cs1 (configuration not stated)	i	x	x	4.9%	-0.4	i	-26%	-4%	x
